# Screening results from PubChem.
# CHRM1 antagonist = human CHRM1 antagonism | CHO-K1 hM1, Fluo-8 calcium fluorescence, ACh EC80 antagonist | inhibition, % at 3 µM | actives 1.3% (n = 360,000);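 active = percent inhibition above its own plate's cutoff, namely the mean of that plate's compound wells plus 3 SD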;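 note: peak over basal fluorescence ratio during 140 s after agonist addition; 0% = ACh EC80 plus DMSO and 100% = DMSO alone without agonist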
# Target sequence (P11229 whole entry, looked up): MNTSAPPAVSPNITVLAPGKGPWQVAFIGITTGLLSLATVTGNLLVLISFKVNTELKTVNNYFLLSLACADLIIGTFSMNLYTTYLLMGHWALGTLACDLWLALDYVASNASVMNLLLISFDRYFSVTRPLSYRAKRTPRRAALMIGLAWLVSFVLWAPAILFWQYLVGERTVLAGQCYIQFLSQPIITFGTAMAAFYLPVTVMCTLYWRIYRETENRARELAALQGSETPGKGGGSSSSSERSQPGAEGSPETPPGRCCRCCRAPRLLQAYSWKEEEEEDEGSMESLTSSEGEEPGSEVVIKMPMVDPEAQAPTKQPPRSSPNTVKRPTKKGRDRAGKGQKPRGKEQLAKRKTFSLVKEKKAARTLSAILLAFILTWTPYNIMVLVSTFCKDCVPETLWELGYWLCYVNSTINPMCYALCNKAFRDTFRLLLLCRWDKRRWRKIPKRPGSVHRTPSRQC
# CHO-K1 Ca PAM = M1 PAM counterscreen hit in parental CHO-K1 cells; ATP EC20, Fluo-8 calcium fluorescence; 0% at ATP EC20, 100% at ATP max; activation, % at 3 µM; actives 0.02% (n = 360,000); AID 602247;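 active = activation above the run cutoff, the mean activation of all test compounds plus 3 SD, cut at about 40% in these data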;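 note: peak over basal fluorescence ratio in a 140 s read after ATP addition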
# TAAR1 agonist = human TAAR1 agonism; actives 0.99% (n = 360,000); activation, % at 3 µM; CHO RD-HGA16 TAAR1, Fluo-8 calcium fluorescence; vehicle wells 0%, saturating PEA agonist 100%;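 active = activation above the mean activation of all test compounds in the run plus 3 SD, cut at about 38% in these data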
# Target sequence (Q96RJ0 whole entry, looked up): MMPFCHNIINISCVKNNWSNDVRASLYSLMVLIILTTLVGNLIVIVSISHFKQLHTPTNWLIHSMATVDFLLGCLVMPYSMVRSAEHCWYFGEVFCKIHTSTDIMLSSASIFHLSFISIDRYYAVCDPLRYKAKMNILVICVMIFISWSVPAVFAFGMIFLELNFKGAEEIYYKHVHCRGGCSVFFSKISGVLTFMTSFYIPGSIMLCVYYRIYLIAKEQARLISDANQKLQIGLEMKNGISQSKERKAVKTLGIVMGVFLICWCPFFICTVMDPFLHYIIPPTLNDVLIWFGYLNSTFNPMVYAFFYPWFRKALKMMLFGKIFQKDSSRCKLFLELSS
#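 Signal – calcium-sensitive Fluo-8 signal, excitation 470-495, emission 515-575 nm · System – RD-HGA16 (CHO) cells co-expressing Gα16 and hTAAR1 · Incubation – 17-24 h seeding, 75 min 37 °C dye, 30 min RT · Compound dosing – 3 µM single concentration · Repeats – no replicates (n 1)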
# CHO parental Ca = counter-screen: ATP calcium response change in parental CHO cells; actives 0.63% (n = 330,000); parental CHO-K1, ATP-induced calcium, Fluo-8 fluorescence; inhibition, % at 5.6 µM;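 active = inhibition above that plate's mean sample inhibition plus 3 SD, cut at about 26% in these data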;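 note: 0% = ATP-challenged DMSO wells and 100% = DMSO wells without ATP; some compounds past the cut are filed as inactive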
#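 test system = CHO parental line | reagent = ATP stimulus | measured by = intracellular calcium via Fluo-8 no-wash fluorescent dye | control set = ATP and no-ATP DMSO wells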
# M1 ag parental = counter-screen for M1 agonists: effect in parental CHO-K1 cells | Fluo-8 calcium fluorescence; scaled to maximal ATP response, vehicle zero | activation, % at 3 µM | actives 0.48% (n = 360,000); in the data active = activation above about 15%;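 note: untransfected CHO-K1 host cells lacking M1 receptor as counterscreen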
# TAAR1 antagonist = antagonists of human TAAR1; inhibition, % at 3 µM; actives 1.5% (n = 360,000); CHO RD-HGA16 TAAR1, Fluo-8 calcium fluorescence, antagonist;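 active = inhibition above a per-plate cutoff, the mean inhibition of test compounds on that plate plus 3 SD, cut at about 49% in these data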;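 note: 0% = DMSO plus EC80 beta-PEA response and 100% = DMSO alone without agonist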
#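 Material: CHO RD-HGA16 cells bearing hTAAR1; compound dosing: one-point dosing, 3 µM nominal final; schedule: dye loading 75 min at 37 °C, then 30 min room temperature; measured by: calcium fluorescence with Fluo-8; control set: vehicle and agonist controls; replication: n of 1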
# CHO-K1 Ca antag = M1 antagonist counterscreen hit in parental CHO-K1 cells | actives 0.6% (n = 360,000) | AID 602250 | inhibition, % at 3 µM | ATP-induced calcium, Fluo-8 fluorescence;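 active = inhibition above a per-plate cutoff, the plate's mean sample inhibition plus 3 SD, cut at about 24% in these data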;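 note: 0% = DMSO plus EC80 ATP and 100% = DMSO alone without ATP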
# CHRM1 PAM = potentiates human M1 receptor response to acetylcholine | P11229 | CHO-K1 hM1, Fluo-8 calcium fluorescence, ACh EC20; 0% = ACh EC20, 100% = maximal ACh | activation, % at 3 µM | actives 0.088% (n = 360,000); in the data active = activation above about 19%, passing the limit was not always enough
# M1 ag = activates human CHRM1 receptor; activation, % at 3 µM; CHO-K1 hM1, Fluo-8 calcium fluorescence, agonist mode; 0% DMSO, 100% acetylcholine EC100; P11229; actives 0.33% (n = 360,000);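 active = activation above the run's mean compound activation plus 3 SD, cut at about 16% in these data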;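 note: peak over basal fluorescence ratio within a 140 s kinetic read after compound addition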
# * = called active by the depositor; · = not tested or not shown.
1	O=C1C2CC=CCC2C(=O)N1c1ncn[nH]1 (stereo unspecified)
2	COc1ccc(C(=O)OCC(=O)Nc2ccc(OC(F)F)cc2)c(OC)c1
3	COC(=O)CCN(C(C)=O)c1ccc(N)cc1
4	CNC(=O)NC(=O)COC(=O)c1ccc(-n2c(C)ccc2C)cc1
5	CC(=O)c1c(C)[nH]c(C(=O)CSc2nc3ccccc3c(=O)n2CCCO)c1C
6	CC1(C)C2CCC(CN)C1C2 (stereo unspecified)
compound no.,1,2,3,4,5,6
CHRM1 antagonist,-2,-2,-35,2,7,-16
CHO-K1 Ca PAM,23,-6,20,21,18,-4
TAAR1 agonist,9,1,0,2,8,2
CHO parental Ca,2,-4,-5,-8,-11,·
M1 ag parental,0.2,-0.2,0.6,0.2,3.9,0.1
TAAR1 antagonist,15,5,6,-8,39,-8
CHO-K1 Ca antag,-16,25*,-9,-7,-8,1
CHRM1 PAM,3,3,11,-7,-3,10
M1 ag,1,-5,-1,-10,-4,-2

7	Oc1c(C(Nc2cccc(C(F)(F)F)c2)c2ccncc2)ccc2cccnc12 (stereo unspecified)
8	Cc1cccc(N2CCN(C(=O)C3COc4ccccc4O3)CC2)c1C (stereo unspecified)
9	CCn1c2ccccc2c2nnc(SCC(=O)N3CC(C)OC(C)C3)nc21 (stereo unspecified)
10	CC(=O)Nc1ccc(S(=O)(=O)N2CCSc3ccccc32)cc1
11	Cc1cc(C)cc(NC(=O)c2ccc(S(=O)(=O)C(F)F)cc2)c1
12	Cc1ccc(C(=O)NCC#N)cc1
compound no.,7,8,9,10,11,12
CHRM1 antagonist,-7,2,-24,-17,-8,1
CHO-K1 Ca PAM,11,-12,10,-17,4,3
TAAR1 agonist,-1,9,0,3,1,1
CHO parental Ca,-4,-19,-31,2,-6,0
M1 ag parental,2.1,0.8,1.7,0.9,0.2,0.3
TAAR1 antagonist,-10,25,8,-2,16,0
CHO-K1 Ca antag,-15,11,-17,-8,4,6
CHRM1 PAM,9,0,-2,5,9,-5
M1 ag,-3,-4,-3,-6,-3,-4

13	COCCCN1C(=O)C(=O)/C(=C(/O)c2ccc(S(=O)(=O)N3CCCCC3)cc2)C1c1cccc(OC)c1 (stereo unspecified)
14	COC(=O)C1C(=O)c2c([nH]c(C(=O)OC3CCCC3C)c2C)CC1C (stereo unspecified)
15	CC(=O)N1CCN(c2ccc(Oc3nnnn3-c3ccccc3)cc2)CC1
16	CC1CCCC(C)N1CCCNC(=O)c1nn(C)c2c1CSc1ccccc1-2 (stereo unspecified)
17	N/C(=N\O)c1cccc(CS(=O)(=O)c2ccccn2)c1
18	Cc1[nH]c2ccccc2c1C(=O)C(=O)NCCC1=CCCCC1
compound no.,13,14,15,16,17,18
CHRM1 antagonist,-13,-2,5,7,1,1
CHO-K1 Ca PAM,-26,-2,6,3,3,17
TAAR1 agonist,2,2,4,7,9,12
CHO parental Ca,6,-11,-1,-16,2,-15
M1 ag parental,-0.2,5.5,0.6,0.0,2.0,2.7
TAAR1 antagonist,-9,44,0,-26,-2,8
CHO-K1 Ca antag,12,-3,-6,-2,5,-6
CHRM1 PAM,22,-6,-3,-4,-1,3
M1 ag,2,-5,-1,-5,-3,-8

19	Cc1cc(C)n(-c2ccc(Cl)c(C(=O)NCc3ccccc3)n2)n1
20	N#CC1=C(N)N2C(=C(C#N)C13CCCC3)Nc1ccccc12
21	CCOC(=O)C1CCN(C(=O)c2ccccc2)C(CC)C1=O (stereo unspecified)
22	COCCOC(=O)C1=C(N)OC2=C(C(=O)CC(C)(C)C2)C1c1cccnc1 (stereo unspecified)
23	Cc1cc(C)c2c(n1)sc1c(-c3ccccc3)c(C#N)c(N)nc12
24	C[C@H](CO)N1C[C@H](C)[C@H](CN(C)Cc2ccc(Oc3ccccc3)cc2)Oc2cc(Br)ccc2S1(=O)=O
compound no.,19,20,21,22,23,24
CHRM1 antagonist,-7,-1,-9,-1,1,-7
CHO-K1 Ca PAM,17,7,12,4,20,11
TAAR1 agonist,4,5,6,14,6,0
CHO parental Ca,-22,8,·,-6,-3,·
M1 ag parental,1.0,1.6,-0.5,0.0,0.4,1.4
TAAR1 antagonist,3,10,-4,-2,-13,-20
CHO-K1 Ca antag,-16,-19,-15,-1,-8,-4
CHRM1 PAM,2,1,3,3,-5,2
M1 ag,-5,-3,-4,0,-6,-2

25	COc1nc(NCc2ccc(Cl)cc2)nc(OC)n1
26	CCN(CC)C(=S)SCC(=O)Nc1ccc(S(N)(=O)=O)cc1
27	CN1C(=O)CSC1=S
28	N#C/C(=N\Nc1ccc(F)cc1)C(=N)N1CCCCC1
29	N#CC1(NC(=O)COC(=O)c2nc(Cl)ccc2Cl)CCCCC1
30	O=C(Nc1cccc2ncccc12)c1ccc(F)cc1
compound no.,25,26,27,28,29,30
CHRM1 antagonist,-6,-9,-25,1,-10,4
CHO-K1 Ca PAM,6,4,20,23,20,-3
TAAR1 agonist,4,6,1,8,1,1
CHO parental Ca,-7,-1,-1,6,1,0
M1 ag parental,0.1,1.3,-0.4,1.8,1.9,-0.5
TAAR1 antagonist,-13,-22,1,11,-6,-4
CHO-K1 Ca antag,-4,-7,-11,-35,-7,7
CHRM1 PAM,9,9,2,0,6,-1
M1 ag,-4,-4,-1,-3,-3,-6

31	O=c1[nH]c(NC2CCCCC2)c([N+](=O)[O-])c(=O)[nH]1
32	COc1ccc(-n2cnc3ccccc3c2=O)c([N+](=O)[O-])c1
33	Cc1cc(C(=O)OCC(=O)Nc2ncc(C(F)(F)F)cc2Cl)c(C)o1
34	Cc1ccc(S(=O)(=O)N2CCC(C(=O)OCC(=O)NCc3ccco3)CC2)cc1C
35	CC(C)NC(=O)COc1ccc(S(=O)(=O)N(C)Cc2ccccc2)cc1
36	O=C1CCCN1C(=O)COc1cc(F)ccc1[N+](=O)[O-]
compound no.,31,32,33,34,35,36
CHRM1 antagonist,18,8,3,-11,-1,-2
CHO-K1 Ca PAM,3,11,8,-8,0,0
TAAR1 agonist,0,6,2,-1,4,2
CHO parental Ca,11,·,-32,4,-9,-5
M1 ag parental,-0.5,0.5,0.3,-0.5,4.5,0.0
TAAR1 antagonist,5,-15,0,-12,-2,-20
CHO-K1 Ca antag,-4,9,-12,17,-1,-11
CHRM1 PAM,-7,-3,-4,11,-1,-1
M1 ag,-4,-3,-2,0,0,-6

37	CC(C)c1nc2oc3c(N(C)CCO)ncnc3c2c2c1CCC2
38	COc1ccccc1OCc1ccc(C(=O)N(C)C)o1
39	O=C(CCOc1ccccc1)Nc1ccc(Br)cc1
40	CCc1ccc2oc(C(=O)NC3CCS(=O)(=O)C3)cc(=O)c2c1 (stereo unspecified)
41	O=C(NCc1ccccn1)c1ccc(Cn2c(=S)[nH]c3ccc(Br)cc3c2=O)cc1
42	Nc1ccc(SCc2cccnc2)cc1
compound no.,37,38,39,40,41,42
CHRM1 antagonist,-3,-10,-11,0,-3,-15
CHO-K1 Ca PAM,8,9,4,1,7,4
TAAR1 agonist,6,9,-1,2,1,1
CHO parental Ca,7,-10,-13,-4,-21,-1
M1 ag parental,0.6,0.9,0.2,0.6,0.3,1.0
TAAR1 antagonist,-15,3,-13,7,-7,-1
CHO-K1 Ca antag,-3,-2,-5,-7,-12,-1
CHRM1 PAM,5,7,-2,-3,0,18
M1 ag,-6,-2,-5,-3,-2,-5

43	CCOC(=O)c1c(C)[nH]c(C(=O)N(C)Cc2cccc(OC)c2OC)c1C
44	C[C@H](CO)N1C[C@H](C)[C@@H](CN(C)Cc2ccc(-c3ccccc3)cc2)Oc2c(NC(=O)Cc3ccccc3)cccc2C1=O
45	CC(C)OC(=O)c1ccc(COC(=O)CNC(=O)c2ccco2)cc1
46	COc1cccc(CN(C)S(=O)(=O)c2cccs2)c1
47	Cc1ccc(OCCNC(=O)CNC(=O)c2ccccc2Cl)cc1
48	O=C(NC(c1ccccc1)c1ccc2ccccc2n1)C1CCN(CCOc2ccc(Cl)cc2Cl)CC1 (stereo unspecified)
compound no.,43,44,45,46,47,48
CHRM1 antagonist,9,-9,-5,-4,-9,-2
CHO-K1 Ca PAM,-11,14,4,-13,6,-3
TAAR1 agonist,8,·,2,4,2,9
CHO parental Ca,-16,-13,-8,-15,-11,·
M1 ag parental,6.6,-0.2,1.4,3.4,0.4,0.1
TAAR1 antagonist,18,·,-17,6,12,27
CHO-K1 Ca antag,-8,-19,-2,9,-14,-6
CHRM1 PAM,-4,18,7,2,7,0
M1 ag,-1,1,-1,-7,-3,-5

49	Cc1ccc(C(=O)Nc2ccc(F)c(S(=O)(=O)N3CCOCC3)c2)s1
50	O=C1CCc2cc(S(=O)(=O)N3CCN(c4ccc(F)cc4)CC3)cc3c2N1CC3
51	Cc1ccc(SCCC(=O)NCc2ccncc2)cc1
52	N#Cc1c(-c2ccc(F)cc2)cc(-c2cccs2)nc1SCC(=O)O
53	Cc1c(C(=O)N(C)C2CC(C)(C)NC(C)(C)C2)oc2c(F)cccc12
54	CCOC(=O)C(C)(C)C(=O)C(C)(C)C(O)c1ccccn1 (stereo unspecified)
55	CC(C)C(C)(C#N)NC(=O)CSc1nnc(C(F)(F)F)n1C (stereo unspecified)
56	Cc1nonc1NC(=O)Nc1cccnc1
compound no.,49,50,51,52,53,54,55,56
CHRM1 antagonist,1,5,8,-12,-1,-7,-7,-12
CHO-K1 Ca PAM,-7,-3,-3,13,13,9,4,14
TAAR1 agonist,12,4,15,5,2,18,2,12
CHO parental Ca,-1,7,-15,-11,-2,3,-7,2
M1 ag parental,4.8,-0.2,0.2,-0.5,1.0,1.4,0.2,0.9
TAAR1 antagonist,7,-12,-4,11,-25,8,7,-2
CHO-K1 Ca antag,9,-6,-4,-4,-5,-40,-2,-6
CHRM1 PAM,-4,15,3,11,1,7,3,6
M1 ag,2,5,-13,-2,-4,-1,-3,-2

# Excerpt: compounds 47 to 54
47	Cc1ccc(OCCNC(=O)CNC(=O)c2ccccc2Cl)cc1
48	O=C(NC(c1ccccc1)c1ccc2ccccc2n1)C1CCN(CCOc2ccc(Cl)cc2Cl)CC1 (stereo unspecified)
49	Cc1ccc(C(=O)Nc2ccc(F)c(S(=O)(=O)N3CCOCC3)c2)s1
50	O=C1CCc2cc(S(=O)(=O)N3CCN(c4ccc(F)cc4)CC3)cc3c2N1CC3
51	Cc1ccc(SCCC(=O)NCc2ccncc2)cc1
52	N#Cc1c(-c2ccc(F)cc2)cc(-c2cccs2)nc1SCC(=O)O
53	Cc1c(C(=O)N(C)C2CC(C)(C)NC(C)(C)C2)oc2c(F)cccc12
54	CCOC(=O)C(C)(C)C(=O)C(C)(C)C(O)c1ccccn1 (stereo unspecified)
compound no.,47,48,49,50,51,52,53,54
CHRM1 antagonist,-9,-2,1,5,8,-12,-1,-7
CHO-K1 Ca PAM,6,-3,-7,-3,-3,13,13,9
TAAR1 agonist,2,9,12,4,15,5,2,18
CHO parental Ca,-11,·,-1,7,-15,-11,-2,3
M1 ag parental,0.4,0.1,4.8,-0.2,0.2,-0.5,1.0,1.4
TAAR1 antagonist,12,27,7,-12,-4,11,-25,8
CHO-K1 Ca antag,-14,-6,9,-6,-4,-4,-5,-40
CHRM1 PAM,7,0,-4,15,3,11,1,7
M1 ag,-3,-5,2,5,-13,-2,-4,-1
